# Tau FP inhib = qHTS for Inhibitors of Tau Fibril Formation, Fluorescence Polarization; Microtubule-associated protein tau (Homo sapiens), P10636; K18 P301L tau heparin fibrillization, Alexa594 FP, 6 h; Potency, µM (highest dose often 57.7 µM), inactives show at the top dose activity, negative = inhibition, actives largely listed as inhibitors; 0.39% of 280,000 active; also: potency is read from the fitted curve at half-maximal effect; % is scaled to controls: 0 for no effect and ±100 for the full control effect; nearly all actives have a fitted effect of over 55% in size
# Target sequence (P10636 561-689 P618L limits assumed): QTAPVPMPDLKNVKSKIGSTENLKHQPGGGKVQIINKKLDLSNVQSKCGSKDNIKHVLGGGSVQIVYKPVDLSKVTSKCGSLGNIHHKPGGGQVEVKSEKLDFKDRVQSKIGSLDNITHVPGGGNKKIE
#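 Human tau K18 […] P301L fragment, 15 uM unlabeled plus 0.24 uM Alexa 594-labeled tau (final), with compound and 20 uM heparin in 100 mM sodium acetate pH 7; 6 hr at 37 C, then Alexa 594 FP read.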
# Epigenetic reg = Quantitative High-Throughput Screen for Regulators of Epigenetic Control; murine LDR cells, GFP reporter derepression, 30 h; Potency, µM (doses to about 53.9 µM), for inactives: at the highest dose GFP activation, hits mostly activators; 0.2% of 280,000 active; also: potency is read from the fitted curve at half-maximal effect; % of control where 0% means no effect; nearly all actives have a fitted effect of over 60% in size
#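 Murine LDR cells carrying a silenced, genomically integrated CMV-driven GFP reporter were exposed to compound for 30 hours at 37 C. After PBS washes, GFP-positive cells (20–120 um objects) were counted by laser-scanning microplate cytometry.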
# CBFb RUNX1 block = qHTS Assay for Compounds Blocking the Interaction Between CBF-beta and RUNX1 for the Treatment of Acute Myeloid Leukemia | AlphaScreen CBFb-His/RUNX1-biotin binding, biochemical | AID 1477, 2009 | 230,000 tested, under 10 active | Potency, µM (series often up to 59.8 µM), inactives show at the highest dose activity, negative = inhibition, actives largely listed as inhibitors; also: % of control where 0% means no effect
# Target sequence (Q01196 whole entry, looked up): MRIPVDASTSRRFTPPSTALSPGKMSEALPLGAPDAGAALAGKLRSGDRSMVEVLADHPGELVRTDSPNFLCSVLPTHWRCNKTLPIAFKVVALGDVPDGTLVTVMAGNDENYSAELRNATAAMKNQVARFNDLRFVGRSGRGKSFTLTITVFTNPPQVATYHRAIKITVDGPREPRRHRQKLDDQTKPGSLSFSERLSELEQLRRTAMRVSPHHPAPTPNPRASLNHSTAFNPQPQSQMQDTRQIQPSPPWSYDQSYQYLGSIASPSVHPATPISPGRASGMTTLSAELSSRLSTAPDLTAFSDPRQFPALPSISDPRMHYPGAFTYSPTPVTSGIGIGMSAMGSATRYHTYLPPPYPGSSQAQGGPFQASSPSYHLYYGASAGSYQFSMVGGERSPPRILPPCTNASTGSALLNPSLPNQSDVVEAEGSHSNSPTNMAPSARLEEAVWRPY
# Target sequence (Q13951 whole entry, looked up): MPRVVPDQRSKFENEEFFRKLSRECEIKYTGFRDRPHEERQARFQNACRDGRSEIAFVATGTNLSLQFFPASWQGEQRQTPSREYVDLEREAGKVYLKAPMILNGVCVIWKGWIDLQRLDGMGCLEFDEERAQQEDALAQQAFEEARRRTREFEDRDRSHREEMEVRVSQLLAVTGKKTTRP
#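 AlphaScreen binding: CBFb-His and RUNX1-biotin (30 nM each) preincubated 20 min, compound added for 15 min, then nickel and streptavidin beads for 90 min, all at room temperature. Disruption of the interaction by any mechanism counts as activity.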
# TRb SRC2 PPI = qHTS for Inhibitors of the Interaction of Thyroid Hormone Receptor and Steroid Receptor Coregulator 2; 0.065% of 280,000 active; Thyroid hormone receptor beta (Homo sapiens), P10828; Potency, µM (titrated, usually from 106 µM), inactives show top-dose activity change, negative = inhibition, most hits filed as inhibitors; TRbeta-SRC2 peptide binding, fluorescence polarization; receptor liganded with 1 µM T3; AID 1469, 2008;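 also: potency is read from the fitted curve at half-maximal effect; plate controls were bound peptide for no effect and peptide without receptor for full effect; nearly all actives have a fitted effect of over 50% in size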
#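 Compounds were added to 0.6 uM TRb ligand-binding domain and 20 nM Texas Red-labeled SRC2 peptide in Tris buffer containing 1 uM T3, incubated 5 hr at ambient temperature, then read by fluorescence polarization.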
# TR SRC2 fluor cs = Total Fluorescence Counterscreen for Inhibitors of the Interaction of Thyroid Hormone Receptor and Steroid Receptor Coregulator 2; TRb/SRC2 Texas Red total fluorescence interference; Potency, µM (top dose mostly 106 µM), without a hit: at the highest dose fluorescence change, negative = quenching; 0.29% of 280,000 active; AID 1479, 2009; active = well fitted curve in either direction with a large enough effect; inconclusive = small, poorly fitted or top-dose-only effect; also: potency is read from the fitted curve at half-maximal effect; % is scaled to controls: 0 for no effect and ±100 for the full control effect
#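 Human TRb ligand-binding domain at 0.6 uM with 20 nM Texas Red SRC2 peptide in Tris buffer containing 1 uM T3 and 5% DMSO, incubated with compound 5 h at ambient temperature. Total fluorescence (555/632 nm) calculated as parallel + 2 × perpendicular.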
# NPSR antagonist = qHTS Assay for Antagonists of the Neuropeptide S Receptor: cAMP Signal Transduction. Potency, µM (highest dose often 38.3 µM), inactives show at the top dose activity change, negative = inhibition, hits mostly inhibitors. 1% of 220,000 active. CHO-NPSR cells, cAMP TR-FRET, antagonist mode. Q6W5P4; also: potency is read from the fitted curve at half-maximal effect; % is scaled to controls: 0 for no effect and ±100 for the full control effect; nearly all actives have a fitted effect of over 50% in size; many of its hits are not listed in these tables
# Tau fluor counter = Counterscreen qHTS for Inhibitors of Tau Fibril Formation, Fluorescence Polarization | Potency, µM (titrated, usually from 57.7 µM), for the others: at the highest dose activity change, negative = decrease | tau K18 P301L (four-repeat tau fragment) Alexa594 fluorescence, heparin fibrillization | 0.93% of 280,000 active | AID 1463, 2008; also: potency is read from the fitted curve at half-maximal effect; % is scaled to controls: 0 for no effect and ±100 for the full control effect; nearly all actives have a fitted effect of over 55% in size
#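 Human K18 P301L tau (15 uM unlabeled plus 0.24 uM Alexa 594-labeled, final) in 100 mM sodium acetate pH 7 was mixed with compound and 20 uM heparin and incubated 6 hr at 37 C.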
# aGal spleen mod = qHTS Assay for Inhibitors and Activators of Human alpha-Galactosidase From Spleen Homogenate. Alpha-galactosidase A (Homo sapiens), P06280. 0.008% of 240,000 active. human spleen homogenate, 4MU-alpha-Gal fluorescence, 40 min. Potency, µM (highest dose often 80 µM), inactives show at the highest dose activity change, negative = inhibition, hits mostly inhibitors;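 also: potency is read from the fitted curve at half-maximal effect; 0% = enzyme with vehicle and -100% = no enzyme basal signal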
#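 Human spleen homogenate (1 ug) as enzyme source, 4-methylumbelliferyl-alpha-D-galactopyranoside 1 mM final, citrate/phosphate pH 5.0 with 0.01% Tween-20. Compounds 40 min at 37C, NaOH/glycine stop; fluorescence Ex 365/Em 440, Hill-fit AC50.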
# Numbers without * were called inactive; ? = inconclusive; · = no result given; [ ] = remark or other dose. Unless noted, calls follow the shape of the dose curve; as a rule, active = well fitted curve in the direction sought with a large enough effect; inconclusive = small, poorly fitted or top-dose-only effect, or another doubt; inactive = no such curve, though single readings can be large; an effect the other way counts as inactive or inconclusive. Not all compounds are listed. The share of hits here may be higher or lower than overall.
SMILES,Tau FP inhib,Epigenetic reg,CBFb RUNX1 block,TRb SRC2 PPI,TR SRC2 fluor cs,NPSR antagonist,Tau fluor counter,aGal spleen mod
Cn1c2ccccc2c2cnn(CC(=O)N3CCN(c4cccc(C(F)(F)F)c4)CC3)c(=O)c21,-6%,1.5%,·,2%,-2%,·,-3%,·
O=c1c2oc3ccccc3c2ncn1Cc1ccccc1Cl,-3%,-1.6%,6%,-6%,0%,-22%[46.1 µM],-11%,-1%
COc1ccc(NS(=O)(=O)c2cc(NC(=O)c3cc(=O)c4ccccc4o3)ccc2OC)cc1,?,2.7%,-4%,0%,-1%,-56%,-28%,-6%
S=c1[nH]nc(-c2cccs2)n1/N=C/c1cn(-c2ccccc2)nc1-c1ccc(Cl)cc1,4%,0.0%,0%,8%,2%,-27%,?,5%
O=C(Cn1nnc(-c2ccccc2)n1)N1CCN(S(=O)(=O)c2ccc(Cl)cc2)CC1,1%,-0.9%,0%,-17%,1%,-15%[46.1 µM],-15%,5%
CC(C)C(OC(=O)c1nsc(Cl)c1Cl)C(=O)NCc1ccc2c(c1)OCO2 (stereo not given),-2%,-0.9%,2%,4%,-4%,-16%[46.1 µM],-4%,-8%
CCCCCc1ccc(OCCC[n+]2ccccc2)c(CCCCC)c1,11%,0.0%,-8%,71µM*,-11%,-58%,-14%,14%
N/C(=N\c1nc(C(F)(F)F)cc(=O)[nH]1)Nc1ccc(Cl)cc1,-14%,?,-1%,3%,0%,-2%,-6%,2%
COc1ccc(-c2ccc(C(=O)O)c(=O)[nH]2)cc1,1%,-0.1%,-6%,9%,-2%,-9%,-1%,1%
O=C(Nc1c(Cl)cc(Cl)cc1C(=O)NCC1CCCO1)c1ccco1 (stereo not given),-3%,0.0%,0%,-13%,-3%,-5%[46.1 µM],-4%,-2%
CC(C)(C)NC(=O)/C(=C/c1ccco1)c1ccccc1,-5%,-0.9%,3%,-4%,0%,-12%[46.1 µM],-2%,-14%
CCOC(=O)C(=O)N1CCN(c2cc3c(cc2[N+](=O)[O-])n(C)c(=O)n3C)CC1,-1%,-1.6%,8%,5%,-1%,-2%,2%,6%
O=C1CC(c2ccccc2)Cc2[nH]c(=O)c(C(=O)Nc3ccc(OC(F)(F)F)cc3)cc21 (stereo not given),-9%,-1.8%,·,-9%,7%,·,-7%,·
C=C(C)c1cccc(C(C)(C)NC(=O)Nc2ccc(Cl)cn2)c1,-1%,0.0%,-7%,10%,0%,-31%,-9%,-3%
COc1ccc(CCNC(=O)CNCC2CCCO2)cc1OC (stereo not given),-3%,0.8%,5%,-1%,-6%,6%[46.1 µM],1%,-3%
O=C(COc1cccc(-n2cnnn2)c1)Nc1ccccc1,3%,-1.0%,-7%,-26%,0%,2%,3%,4%
N#C/C(=C(/O)COc1ccccc1)c1nc2ccccc2s1,4%,-1.5%,12%,1%,-7%,-18%,-18%,0%
CNC(=O)/C(C#N)=C1/SC(Cc2ccc(F)cc2)C(=O)N1c1ccccc1 (stereo not given),4%,1.2%,3%,2%,0%,16%,3%,-2%
CC(C(=O)N1CCCCC1)N1C(=O)c2ccccc2C1=O (stereo not given),2%,1.0%,1%,7%,-1%,-9%[46.1 µM],0%,15%
Cc1cc(C(=O)COC(=O)c2n[nH]c3ccccc23)c(C)n1CC1CCCO1 (stereo not given),-7%,-0.1%,-7%,-12%,-1%,-3%[46.1 µM],-13%,-4%
CCn1c(C)c(C)c2cc(C(=O)NCCc3cc(OC)ccc3OC)ccc21,?,0.8%,·,-6%,-3%,·,-21%,·
Cc1ccc2c(c1)-c1onc(C(=O)N3CCN(c4ccc(Cl)cc4)CC3)c1CO2,3%,1.4%,·,9%,3%,·,-29%,·
CCOC(=O)C1CCCN(Cc2nc(N)nc(Nc3ccccc3OC)n2)C1 (stereo not given),11%,-1.0%,?,-3%,-1%,4%,1%,-3%
COc1ccc(CNC(=O)Cn2nnc(-c3ccc(NC(=O)C4CCCCC4)cc3)n2)cc1,3%,-1.1%,3%,11%,-6%,17%,5%,-1%
Cc1ccc2c(c1)c(=O)c(S(=O)(=O)c1ccc(F)cc1)cn2CC(=O)Nc1ccc2c(c1)OCO2,-13%,-1.6%,·,-6%,-2%,·,?,·

# The last 5 entries of the section before open the next one:
SMILES,Tau FP inhib,Epigenetic reg,CBFb RUNX1 block,TRb SRC2 PPI,TR SRC2 fluor cs,NPSR antagonist,Tau fluor counter,aGal spleen mod
CCn1c(C)c(C)c2cc(C(=O)NCCc3cc(OC)ccc3OC)ccc21,?,0.8%,·,-6%,-3%,·,-21%,·
Cc1ccc2c(c1)-c1onc(C(=O)N3CCN(c4ccc(Cl)cc4)CC3)c1CO2,3%,1.4%,·,9%,3%,·,-29%,·
CCOC(=O)C1CCCN(Cc2nc(N)nc(Nc3ccccc3OC)n2)C1 (stereo not given),11%,-1.0%,?,-3%,-1%,4%,1%,-3%
COc1ccc(CNC(=O)Cn2nnc(-c3ccc(NC(=O)C4CCCCC4)cc3)n2)cc1,3%,-1.1%,3%,11%,-6%,17%,5%,-1%
Cc1ccc2c(c1)c(=O)c(S(=O)(=O)c1ccc(F)cc1)cn2CC(=O)Nc1ccc2c(c1)OCO2,-13%,-1.6%,·,-6%,-2%,·,?,·
CN=C(NC1CCCCC1)c1ccc(Cl)cc1,4%,7.4%,-12%,-1%,-3%,10%,-3%,7%
c1ccc(NCc2ccccn2)cc1,-7%,-3.1%,-4%,2%,-3%,13%,-6%,0%
CC(=O)Nc1cccc(N(C)S(C)(=O)=O)c1,-3%,0.0%,4%,-6%,-1%,-8%[46.1 µM],-6%,2%
COC(=O)c1n[nH]n(-c2ccccc2)c1=O,-10%,-1.1%,·,-6%,0%,·,-11%,·
CCCSC1=N/C(=C\C=C\c2ccco2)C(=O)S1,?,-0.7%,·,-18%,?,-10%[46.1 µM],?,-13%
CCCN1CCN(c2ncnc3scc(C4COc5ccccc5O4)c23)CC1 (stereo not given),2%,2.2%,-2%,2%,-2%,-31%,1%,-3%
CCN(Cc1ccccc1)C(=O)CCCOc1ccccc1,2%,0.3%,12%,9%,-5%,-11%[46.1 µM],-11%,4%
Clc1ccccc1CSc1nnc(-c2ccccn2)n1Cc1ccco1,-2%,-0.7%,-6%,-4%,-3%,-26%[46.1 µM],-9%,3%
CCCCCCC#CC1C=CC(Oc2ccc(C=O)cc2)C(CO)O1 (stereo not given),2%[11.6 µM],3.4%[10.1 µM],2%[13.1 µM],5%[11.2 µM],-2%[11.2 µM],·,0%[11.6 µM],-1%[17.5 µM]
O=C(N/N=C/c1cn(-c2ccccc2)nc1-c1ccc(F)cc1)c1ccc2c(c1)OCO2,-4%,0.8%,0%,0%,2%,-20%[46.1 µM],-29%,-14%
S=C1NC2=C(CCC/C2=C\c2ccc(Cl)cc2)C(c2ccc(Cl)cc2)N1 (stereo not given),0%,1.5%,-2%,-4%,-3%,37%,-10%,1%
O=C(C1=C[C@@H](c2ccc(C(F)(F)F)cc2)C[C@@H](OCc2ccc(CO)cc2)O1)N1CCOCC1,4%,1.5%,6%,-9%,-2%,20%,-7%,5%
Cc1cc2nnc(SCC(=O)N3CCOCC3)n2c2ccccc12,2%,-1.6%,4%,5%,-2%,10%,5%,-11%
Cc1ccc(OCC(=O)N(Cc2sccc2C)C2CCS(=O)(=O)C2)cc1 (stereo not given),-4%,-1.0%,·,-7%,5%,·,-20%,·
CCCCNC(=O)[C@H](CSCc1ccccc1)N1Cc2ccccc2C1=O,-2%,-0.9%,-9%[2.36 µM],4%,-3%,-8%,-13%,1%
CC1(C)Cc2c(c(N3CCCC3)nc3sc4c(N5CCNCC5)ncnc4c23)CO1,-6%,-2.1%,8%,-9%,-1%,2%,-12%,4%
NC(=O)c1ccc(-n2nnnc2SCc2ccc(F)cc2)cc1,3%,0.9%,-3%,-5%,-2%,-10%[46.1 µM],3%,0%
O=C(NCc1cccnc1)NC1(c2ccccc2)CC1,3%,2.7%,5%,-2%,-3%,1%[46.1 µM],2%,-4%
Cc1ccc2oc(=O)c3cnn(CC(=O)N4CCCCC4C)c3c2c1 (stereo not given),-5%,0.0%,1%,-5%,1%,-12%[46.1 µM],0%,2%
CCOC(=O)Nc1ccccc1N1C(=O)c2ccccc2C1=O,8%,2.6%,10%,4%,-2%,-15%[46.1 µM],4%,-23%
COCCNc1nc2ccccc2nc1NS(=O)(=O)c1ccc(C)cc1C,2%,-2.4%,9%,-3%,-1%,-2%[46.1 µM],-19%,-4%
O=C(c1ccc2c(c1)OCO2)[C@@H]1[C@@H]2C(=O)N(C3CCCCC3)C(=O)[C@@H]2C2c3ccccc3C=CN21 (stereo not given in full),?,-1.9%,?,-15%,-1%,?,?,1%
CN(C)S(=O)(=O)c1ccc(NC(=O)Cn2c(-c3ccccc3)noc2=O)cc1,-12%,0.1%,0%,-16%,-1%,-22%[46.1 µM],-14%,4%
CCc1ccc(CNC(=O)CSc2cc(=O)n(CC)c3ccccc23)cc1,-1%,0.0%,·,6%,1%,·,-8%,·
CCOC(=O)c1nnn(-c2nonc2N)c1-c1ccc(Br)cc1,8%,-3.4%,-10%,-2%,2%,-21%,-3%,-2%
Cc1ccc(S(N)(=O)=O)cc1NC(=O)/C=C/c1ccc2c(c1)OCO2,6%,3.0%,-2%,2%,-1%,2%,-1%,-9%
CCC(=O)N1CCc2cc(S(=O)(=O)CCC(=O)O)ccc21,0%,0.8%,4%,-3%,2%,10%[46.1 µM],-1%,-1%

# Screening data: PubChem BioAssay, National Center for Advancing Translational Sciences (NCATS)
